Screening data from PubChem BioAssay.
S100A4 MyoIIA: inhibitors of S100A4-myosin IIA peptide binding, primary screen, biochemical, fluorescence polarization, TAMRA-MyoIIA peptide; Protein S100-A4 (Homo sapiens), P26447; inhibition, % at 10.7 µM; hit rate 0.14% among 360,000;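 active = mean inhibition of at least 70% across replicates, with every replicate also reaching that level; inconclusive = mean inhibition reaches 70% but some replicates fall short; inactive = mean inhibition below 70%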
Target sequence (P26447 whole entry, looked up): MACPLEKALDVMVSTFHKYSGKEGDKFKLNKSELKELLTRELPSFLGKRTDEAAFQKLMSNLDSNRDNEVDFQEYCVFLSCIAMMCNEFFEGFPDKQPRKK
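Material: S100A4 monomer protein | Medium: HEPES pH 7.2 with CaCl2, KCl, NaCl, DTT, Triton | Reagent: Labelled myosin peptide probe, 5 nM | Doses: One dose per compound | Times: 5 min incubation before reading | Benchmarks: Neutral control DMSO, positive control TFP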
DENV2 CPE rescue: inhibitors of DENV2 cytopathic effect, primary screen, cell-based, plate reader, single concentration. DENV2-infected cells, cytopathic effect rescue. hit rate 1.7% among 350,000. CPE inhibition, % at 9.99 µM. AID 651640, 2012; in the data active = CPE inhibition above about 20%, passing the limit was not always enough; inconclusive = no clear call, values can overlap the other calls; tested in BHK-21 cells;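 also: 0% = median of neutral control wells and 100% = median of positive control wells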
E-selectin induc: E-selectin induction in HUVECs, primary screen, imaging, HUVEC, immunofluorescence imaging, single point. P16581. normalized: neutral wells 0, TNF-alpha wells 100. activation, % at 7.58 µM. hit rate 0.37% among 260,000;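 active = mean E-selectin-positive cell signal at least 10% of the positive control, reached in at least 60% of replicates, without over 20% cell loss; inconclusive = no rule given, readout overlaps actives, possibly toxicity-flagged; inactive = the rest, including those meeting only one limit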;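 also: in these data hits start at about 27%; measured in HUVEC primary endothelial cells; signal is the percent of cells scored E-selectin positive by PE staining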
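Assay system: HUVEC, human umbilical vein endothelial cells / Amount: 3,000 HUVEC/well / Controls: TNF-alpha positive control, DMSO neutral control / Compound dosing: single concentration / Medium: EGM-2 over gelatin coat / Evaluation: percent E-selectin-positive cells / Signal: immunofluorescence imaging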
PglD inh: C. jejuni PglD acetyltransferase inhibitors, primary screen, biochemical, DTNB colorimetric, single point. UDP-N-acetylbacillosamine N-acetyltransferase PglD (Campylobacter jejuni). purified PglD enzyme, DTNB colorimetric CoA detection. inhibition, % at 12.5 µM. hit rate 0.098% among 360,000. AID 602405, 2012; in the data active = inhibition above about 16%, passing the limit was not always enough; inconclusive = no clear call, values can overlap the other calls; also: strong numbers were not always called active
ERp5 block: inhibitors of ERp5-driven insulin aggregation, primary screen, biochemical, turbidity, absorbance 650 nm, single point | AID 651711, 2012 | inhibition, % at 9.99 µM | Protein disulfide-isomerase A6 (Homo sapiens), Q15084 | 90 min | hit rate 0.05% among 350,000;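 active = mean replicate inhibition above about 25%, with every replicate also reaching it, limit read from the data, passing the limit was not always enough; inconclusive = only one of those two criteria met; inactive = neither criterion met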
Target sequence (Q15084 whole entry, looked up): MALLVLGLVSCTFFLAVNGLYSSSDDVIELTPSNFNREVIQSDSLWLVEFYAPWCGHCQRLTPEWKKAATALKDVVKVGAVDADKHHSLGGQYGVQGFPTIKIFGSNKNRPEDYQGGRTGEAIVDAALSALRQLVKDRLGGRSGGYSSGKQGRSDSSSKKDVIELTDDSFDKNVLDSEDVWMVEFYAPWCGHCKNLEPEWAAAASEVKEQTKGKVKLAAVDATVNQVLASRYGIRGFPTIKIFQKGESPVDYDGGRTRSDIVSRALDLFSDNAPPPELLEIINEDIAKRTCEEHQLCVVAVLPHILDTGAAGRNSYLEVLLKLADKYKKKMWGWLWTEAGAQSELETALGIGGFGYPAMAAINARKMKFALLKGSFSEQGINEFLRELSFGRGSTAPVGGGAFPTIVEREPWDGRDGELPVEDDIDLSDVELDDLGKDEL
SIRT5 inh: SIRT5 desuccinylase inhibitors, primary screen, biochemical, fluorescence imaging, single point, set 5 | NAD-dependent protein deacylase sirtuin-5, mitochondrial (Homo sapiens), Q9NXA8 | Purified SirT5, succinyl-peptide AMC, trypsin-coupled fluorescence | inhibition, % at 15 µM | hit rate 1.1% among 330,000; in the data active = inhibition above about 15%; inconclusive = no clear call, values can overlap the other calls
Target sequence (Q9NXA8 whole entry, looked up): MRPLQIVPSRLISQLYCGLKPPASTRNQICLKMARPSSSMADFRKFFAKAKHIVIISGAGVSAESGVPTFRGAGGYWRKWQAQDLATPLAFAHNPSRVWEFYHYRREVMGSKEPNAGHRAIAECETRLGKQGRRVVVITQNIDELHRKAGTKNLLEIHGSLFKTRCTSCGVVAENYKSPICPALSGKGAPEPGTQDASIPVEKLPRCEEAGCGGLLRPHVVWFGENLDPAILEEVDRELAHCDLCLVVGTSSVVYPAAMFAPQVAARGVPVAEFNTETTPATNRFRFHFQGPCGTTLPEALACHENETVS
C2C12 statin: suppressors of statin myotoxicity in C2C12 myotubes, primary screen, cell-based, single point, plate reader; C2C12 myotubes + simvastatin, ATP luminescence, 48 h; scaled: DMSO 0, geranylgeraniol control 100; rescue of ATP level, % at 7.49 µM; hit rate 0.78% among 330,000;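 active = mean ATP rescue above about 67%, or every replicate alone reaching that limit, limit read from the data, passing the limit was not always enough; inconclusive = no clear call, values can overlap the other calls; inactive = mean under the limit and some replicate under it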;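 also: myotubes were challenged with 10 µM simvastatin during compound exposure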
Starred values were filed as active, the others as inactive; ? = inconclusive; . = not tested or not shown. These rows are one share of the data, so the mix of outcomes need not match the whole.

Values run as follows: S100A4 MyoIIA	DENV2 CPE rescue	E-selectin induc	PglD inh	ERp5 block	SIRT5 inh	C2C12 statin
CC(C)(C)OC(=O)C[C@@H]1C/C=C\C[C@H](CC(=O)N(CCO)Cc2ccccc2)C(=O)N2CCC[C@@H]2COC1=O
→ -4	3	0.7	-3	2	-5	-7
COc1ccccc1/C=C/C(=O)N1CCN(S(=O)(=O)c2cccs2)CC1
→ -13	7	-0.2	32*	2	0	20
Cn1c2ccc(F)cc2c2ncn(Cc3ccccn3)c(=O)c21
→ -1	-1	.	.	.	-6	.
COc1ccc(S(=O)(=O)N(C)C[C@H]2Oc3c(NC(=O)Nc4ccc(F)cc4)cccc3C(=O)N([C@@H](C)CO)C[C@@H]2C)cc1
→ 14	-1	0.4	.	-1	-3	-4
Cc1ccc(CNC(=O)COc2cc(O)c3c(c2)OC(C)(C)CC3=O)cc1
→ -2	0	.	4	0	-2	-14
CCc1nonc1NC(=O)c1oc2ccc(Br)cc2c1C
→ 2	4	.	2	-3	-6	-11
COc1cc(NC(=O)CSc2nnc3c(n2)[nH]c2ccc(S(=O)(=O)NC(C)C)cc23)cc(OC)c1OC
→ 8	-3	.	.	-7	2	.
COC(=O)C[C@@H]1C=C[C@H](NS(=O)(=O)c2ccc(OC)cc2)[C@H](CO)O1
→ -4	-2	-0.1	0	10	-2	-11
CCOC(=O)c1cnc2ccc(OCC)cc2c1NCCCN1CCOCC1
→ -2	-2	.	9	-1	27*	-38
O=C(COC(=O)C1COc2ccccc2O1)Nc1cccc(Cl)c1 (configuration not stated)
→ -3	9	-0.6	-2	2	-4	0
CCCCCCc1nnc(NC(=O)c2ccco2)s1
→ -2	-9	-0.1	-1	2	1	-4
CCOC(=O)N1CCC(N2C(=O)c3ccccc3C2Nc2cc(Cl)c(OC)cc2OC)CC1 (configuration not stated)
→ 1	?	-0.1	-4	-1	1	1
CCN(C[C@H]1N[C@@](C)(C(=O)OC)[C@H]2C(=O)N(C)C(=O)[C@@H]12)C(=O)Nc1ccc(Cl)cc1
→ 3	-7	.	-2	6	-2	-2
C[C@@H]1CCCCO[C@@H](CN(C)C(=O)Cc2ccccc2)[C@H](C)CN([C@@H](C)CO)C(=O)c2cc(NC(=O)CCCCCC(=O)Nc3ccccc3N)ccc2O1
→ 3	4	0.1	0	-2	5	.
O=c1[nH]c(SCCc2ccccc2)nc2c1CCC2
→ -2	2	-0.1	2	7	-1	4
COc1ccc(CNC(=O)OC2CC3CC2[C@H]2CCCCN2C3=O)cc1 (some centres not stated)
→ -1	-3	-0.2	.	-6	1	.
CC(=O)c1cc(CN2CCN(Cc3ccc(C)cc3)C(CCO)C2)cs1 (configuration not stated)
→ -1	-1	0.2	.	0	1	.
COc1ccc(NC(=O)/C=C/c2ccco2)cn1
→ 6	7	.	0	-4	1	8
Cc1ccccc1CN(C)CC(=O)Nc1ccccc1Oc1ccccc1
→ -4	1	2.6	2	3	-5	.
COC(=O)c1ccccc1NC(=O)/C=C/C(=O)O
→ -2	5	-0.1	-6	-3	1	0
O=C(N[C@H]1C=C[C@H](CC(=O)N2CCc3ccccc3C2)O[C@@H]1CO)C1CCOCC1
→ 6	3	0.2	.	4	0	.
COC(=O)C[C@@H]1CC[C@H]2[C@H](COc3ccc(NC(=O)c4ccccc4F)cc3C(=O)N2C)O1
→ -5	-5	0.0	4	-4	-6	-8
CCc1nc2ccc(C(=O)Nc3ccc(C(N)=O)cc3)cn2c1N(CCC(C)C)CCN(C)C
→ -4	?	-0.2	-3	-5	-3	11
CCN(C(=O)CSc1nnc(-c2c[nH]c3ccccc23)o1)C1CCS(=O)(=O)C1 (configuration not stated)
→ -1	-4	.	6	2	2	5
COc1ccc2c(c1)C(=O)N1[C@H]3c4cc(Cl)ccc4OC[C@@H]3[C@H](c3ccccc3)[C@]1(C)C(=O)N2
→ .	.	0.0	4	.	.	-12
O=C(NC1CCS(=O)(=O)C1)c1cc2c(=O)n3ccccc3nc2n1Cc1ccccc1 (configuration not stated)
→ 2	-6	-0.1	-1	2	.	9
Cc1cc(NC(=O)CCC(=O)N(CCC(C)C)C(C(=O)NCC2CCCO2)c2ccccc2C)no1 (configuration not stated)
→ 6	-3	.	5	0	-8	13
NC(=O)c1ccc(SCC(=O)OCC(=O)N2CCCCC2)c([N+](=O)[O-])c1
→ -3	10	.	.	4	3	.
CC(C)C#Cc1cnc2c(c1)C(=O)N([C@@H](C)CO)C[C@H](C)[C@@H](CN(C)Cc1ccccn1)O2
→ -8	8	-0.1	-5	-7	-5	46
CCCSc1cc(N)cc([N+](=O)[O-])c1
→ 1	?	.	.	2	-1	.
Cc1ccc(S(=O)(=O)Nc2ccc3c(c2)C(=O)N([C@@H](C)CO)C[C@H](C)[C@@H](CN(C)C(=O)Nc2cccc4ccccc24)OCCCC[C@H](C)O3)cc1
→ -3	1	0.2	3	-8	16*	.
COc1ccc(NC(=O)Nc2ccc3c(c2)C(=O)N([C@H](C)CO)C[C@@H](C)[C@H](CN(C)C(=O)CCCN(C)C)OCCCC[C@@H](C)O3)cc1
→ 6	-4	0.0	0	10	-3	.
O=C(CCCN1C(=O)/C(=C\c2ccccc2)SC1=S)Nc1cccc(C(=O)O)c1
→ 7	-2	.	-8	1	2	-16
CCOc1ccccc1C1CC(c2cccs2)=NN1S(C)(=O)=O (configuration not stated)
→ -45	-3	.	.	5	-3	.
O=C(Cc1ccccc1F)Nc1ccccc1N1CCCC1
→ -3	1	0.1	1	1	-1	0
Cc1cc(NC(=O)CSc2nc3[nH]c(=O)cc(O)c3s2)ccc1Br
→ -1	3	0.2	1	1	3	13
COc1ccc(-c2cn(CC[C@@H]3CC[C@@H](NS(=O)(=O)c4ccccc4C)[C@H](CO)O3)nn2)cc1
→ 6	1	-0.3	-1	0	1	12
Cc1cc(NC(=O)COC(=O)CCS(=O)(=O)c2cc(Cl)ccc2Cl)no1
→ -7	7	.	-7	0	-2	.
O=C(CC1C(=O)NCCN1Cc1c(F)cccc1Cl)NCCCN1CCCC1=O (configuration not stated)
→ 0	.	0.4	5	-2	-5	-13
CSc1nc2ccsc2c(=O)n1-c1ccccn1
→ 5	3	.	.	3	3	.
CCOc1ccc(C(=O)Nc2cccc(NC(=O)c3cccs3)c2)cc1[N+](=O)[O-]
→ 0	2	0.2	3	3	-3	-27
CCCNC(=O)C[C@H]1CC[C@@H]2[C@H](COc3ccc(NC(=O)c4ccc(C(F)(F)F)cc4)cc3C(=O)N2C)O1
→ 3	6	-0.1	0	2	-2	12
Nc1nc2n(n1)C(c1cccc(Br)c1)CC(c1ccccc1)N2 (configuration not stated)
→ 2	-1	0.0	1	-5	0	19
O=C(NCC[C@H]1CC[C@@H](NS(=O)(=O)Cc2ccccc2)[C@@H](CO)O1)C1CCCCC1
→ 17	2	0.1	5	3	0	-3
O=C1CCCN2N=C(SCC(=O)Nc3nc4ccccc4s3)SC2=N1
→ -15	-6	.	-1	3	-2	10
C/C(=N\NC(=S)NCc1ccccc1)c1cccs1
→ -24	1	1.6	3	-3	-1	.
CCC(C)c1ccc(NC(=O)C2CC3CCC2C3)cc1 (configuration not stated)
→ -17	-7	17	-2	-1	-5	.
Cc1ccnc(NC(=O)C2CCN(S(=O)(=O)c3ccc4c(c3)CC(C)N4C(=O)C3CCC3)CC2)c1 (configuration not stated)
→ -4	1	.	-5	3	-1	4
CCOc1cc(C(=O)OCc2ccc(OC)cc2)ccc1OCC(=O)N1CCOCC1
→ 8	15	?	0	0	-2	1
COCC(=O)N1[C@@H](CO)[C@@H](c2ccc(-c3cccc(OC)c3)cc2)C12CN(C(C)=O)C2
→ 1	-3	-0.2	.	1	-2	.
CCn1nnnc1SCC(=O)N1CCN(Cc2ccc3c(c2)OCCO3)CC1
→ 2	3	5.5	.	-1	-1	1
C[C@H](CO)N1C[C@H](C)[C@H](CN(C)C(=O)NC2CCCCC2)Oc2ccc(NC(=O)CCC(F)(F)F)cc2CC1=O
→ -1	3	0.1	2	-7	-3	6
OCC1OC(n2cnc3c(=S)nc[nH]c32)CC1O (configuration not stated)
→ -4	3	4.0	-2	10	4	1
CSc1nc(-c2ccccc2)cc(C)c1C#N
→ 8	-5	.	.	3	1	.
C[C@@H]1CN([C@@H](C)CO)C(=O)c2cc(C3=CCCC3)cnc2O[C@@H]1CN(C)C(=O)c1ccc(F)cc1
→ -1	11	-0.3	-3	1	-4	-2
O=C(NNc1ncccc1Cl)c1c(Cl)cccc1Cl
→ 10	3	-0.5	.	1	0	.
CC(C)NCC(O)COc1ccc(CCOCC2CC2)cc1 (configuration not stated)
→ -2	-1	1.6	2	6	-4	0
O=C(NCC[C@H]1CC[C@@H](NS(=O)(=O)c2cccc(Cl)c2)[C@H](CO)O1)c1cnccn1
→ -2	0	-0.1	-2	1	5	-2
CCC(CC)C(=O)Nc1nnc(S(=O)(=O)Nc2ccccc2C)s1
→ -1	10	0.2	3	2	8	9
COc1ccc(Cc2nc3ccc(C(=O)N(C)CCCN4CCOCC4)cc3o2)cc1
→ -1	6	0.1	2	4	12	2

Looked up above:
Result for CC(C)NCC(O)COc1ccc(CCOCC2CC2)cc1 (configuration not stated) under E-selectin induc: 1.6
Result for CSc1nc(-c2ccccc2)cc(C)c1C#N under ERp5 block: 3

Shown as tab-separated lines: 2 of the compounds above.
SMILES	S100A4 MyoIIA	DENV2 CPE rescue	E-selectin induc	PglD inh	ERp5 block	SIRT5 inh	C2C12 statin
CCCNC(=O)C[C@H]1CC[C@@H]2[C@H](COc3ccc(NC(=O)c4ccc(C(F)(F)F)cc4)cc3C(=O)N2C)O1	3	6	-0.1	0	2	-2	12
O=C(NCC[C@H]1CC[C@@H](NS(=O)(=O)Cc2ccccc2)[C@@H](CO)O1)C1CCCCC1	17	2	0.1	5	3	0	-3

Following part:
Values run as follows: S100A4 MyoIIA	DENV2 CPE rescue	E-selectin induc	PglD inh	ERp5 block	SIRT5 inh	C2C12 statin
Cc1cc(C)c(C2=NOC3c4ccccc4OCC23)c(C)c1 (configuration not stated)
→ -6	?	0.2	.	-1	.	.
CCS(=O)(=O)Nc1ccc2c(c1)C(=O)N(C)C[C@@H](OC)[C@@H](C)CN(C)[C@H](C)CO2
→ 3	-11	0.6	-1	-3	-3	-1
Cc1cc(C(=O)OC(C)C(=O)NC2CCCCC2C)c(C)o1 (configuration not stated)
→ 5	2	0.9	5	2	-4	-4
CO[C@H]1CN(C)C(=O)c2ccc(NC(C)=O)cc2OC[C@@H](C)N(CC2CC2)C[C@H]1C
→ 18	-14	0.2	0	6	-2	3
CN1/C(=C\C(=O)COC(=O)c2nccnc2N)C(C)(C)c2ccccc21
→ -7	1	1.7	-1	-2	4	12
COc1ccc(NC(=S)NCCc2ccc(F)cc2)c(OC)c1
→ -1	-6	2.7	.	7	-2	.
CC1CCCC(C)N1S(=O)(=O)c1ccc(S(=O)(=O)NCc2ccccc2)cc1 (configuration not stated)
→ 6	7	.	1	-9	-1	-13
Cc1ccccc1-c1ncc(CN2CCN(C3CCCC3)C(CCO)C2)cn1 (configuration not stated)
→ 4	-4	.	.	0	-3	4
CC(=O)N(C)C[C@H]1Oc2ncc(-c3ccccc3C)cc2C(=O)N([C@@H](C)CO)C[C@H]1C
→ -6	0	-0.2	2	-3	1	6
CC(C)NC(=O)N1[C@@H]2c3ccc(-c4ccccc4F)c(=O)n3C[C@@H]2[C@@H](CO)[C@@H]1C(=O)NC1CCC1
→ -1	11	-0.1	-2	1	-14	2
